Bioassay records (PubChem)
Hsp70 inhibitors – Hsp70 inhibitors, probe displacement, primary screen, biochemical, fluorescence polarization (AID 583) | one-dose displacement, % at 20 µM; IC50 in µM for titrated hits | hit rate 0.06% among 140,000 | Heat shock 70 kDa protein 1A (Homo sapiens) | Hsp70 fluorescence polarization probe displacement, mP; higher % means a stronger effect; in the data active = displacement above about 50%;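 note: plate controls were vehicle for no effect and reference ligand for full effect; a part of the inactive calls stands beside numbers as strong as those of hits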
Rat MKP-3 inhibitors – MKP-3 phosphatase inhibitors, primary screen, biochemical, rat enzyme, in vitro (AID 425); recombinant MKP-3 phosphatase activity, fluorescence; higher % means a stronger effect; inhibition, % at 20 µM, or IC50 in µM where a hit was titrated; hit rate 0.17% among 110,000; in the data active = inhibition above about 50%;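 note: plate controls were vehicle for no effect and reference inhibitor for full effect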
Numbers without * were called inactive; nt = no result given; & = joins results of further samples. This is a subset; count on the stated rates, not on these rows.

SMILES	Hsp70 inhibitors	Rat MKP-3 inhibitors
COc1cc(/C=C2/SC(=S)N(c3ccccc3)C2=O)ccc1Oc1nc(N2CCOCC2)nc(N2CCOCC2)n1	-1.3%	2%
Cc1ccc2[nH]c3c(N4CCOCC4)ncnc3c2c1	-1.6%	5%
CC(=O)c1cc(F)c(N2CCOCC2)cc1C	-1.0%&3.9%	0%
CCN(CCCNC(=O)C1CCN(S(=O)(=O)CC)CC1)c1cccc(C)c1	-1.2%	3%
CCc1ccc(NC(=O)N(CCCOC(C)C)C2CCN(C(C)=O)CC2)cc1	2.0%	6%
CN(C)C1(C)C(=O)c2ccccc2C1=O	1.2%	0%
Cc1ccc(S(=O)(=O)Oc2c(C=C3C(=O)CC(C)(C)CC3=O)[nH]c3ccccc23)cc1	-0.4%	10%
CC1(C)CC(NC(=O)c2ccccc2C(=O)O)CC(C)(C)N1	3.0%	-3%
CCC1CCCCN1C(=O)Cn1c(C(=O)OC)cc2sc(Cl)cc21 (configuration not stated)	-3.0%	0%
Cn1c(NCC2CCCO2)nc2c1c(=O)n(Cc1ccccc1)c(=O)n2C (configuration not stated)	-2.4%	-1%

Quoted from the listing (3 entries):
SMILES	Hsp70 inhibitors	Rat MKP-3 inhibitors
Cc1ccc(S(=O)(=O)Oc2c(C=C3C(=O)CC(C)(C)CC3=O)[nH]c3ccccc23)cc1	-0.4%	10%
CC1(C)CC(NC(=O)c2ccccc2C(=O)O)CC(C)(C)N1	3.0%	-3%
CCC1CCCCN1C(=O)Cn1c(C(=O)OC)cc2sc(Cl)cc21 (configuration not stated)	-3.0%	0%

Next section
SMILES	Hsp70 inhibitors	Rat MKP-3 inhibitors
Cc1cccc(Oc2ccc(N)cc2)c1	-3.9%	nt
O=C(NCc1ccco1)c1nn2c(C(F)(F)F)cc(-c3ccccc3)nc2c1Cl	-3.0%	1%
O=C(O)CCC(=O)c1ccc2c(c1)OCCCO2	1.0%	-13%
O=C(Nc1cccc(NC(=O)c2ccco2)c1)c1ccc2c(c1)OCO2	12%	5%
Cc1cccc(N/C=C/C(=O)c2ccc(Br)cc2)n1	-4.6%	5%
CCC(Sc1nncn1C)C(=O)Nc1ccccc1OC (configuration not stated)	1.9%	-2%
CC(=O)c1ccc(NC(=O)CCCC(=O)OCC(F)(F)C(F)F)cc1	-0.6%	0%
Cc1cc(NC(=O)COc2ccc(Cl)cc2Cl)n(CCC#N)n1	-1.6%	5%
COc1ccc(/C=C2\SC(=S)N(CCC(N)=O)C2=O)cc1	2.5%	0%
CC(=O)CC(=O)Nc1ccc(Cl)cc1Cl	4.6%	-3%
CCc1nc2sc(C#N)c(N)c2c2c1CCCC2	-0.5%	nt
Cn1c(C(=O)N2CCCC(C(=O)O)C2)cc2sccc21 (configuration not stated)	6.3%	2%
COc1ccc(-c2nc(-c3ccc(NC(=O)c4ccncc4)cc3)no2)cc1OC	-7.8%	-8%
CC1CCN(CCOCCOc2ccccc2F)CC1	-4.1%	2%
CN1CCc2c(sc3c2C(=O)NC(c2ccc(Cl)s2)N3)C1 (configuration not stated)	-0.7%	0%
COc1cc(S(=O)(=O)N2CCCC3(CCCCC3)C2)ccc1-n1cnnn1	2.5%	5%
O=C(CN1C(=O)c2ccccc2C1=O)Nc1ccc(Cl)cn1	2.1%	0%
CCOC(=O)N1CCC(N2C(=O)c3ccc(C(=O)Nc4ccc(F)cc4F)cc3C2=O)CC1	nt	-9%
Clc1cccc(Cl)c1OCCN1CCOCC1	-2.0%	0%
O=C(NC1CC1)c1scc2c1OCCO2	-3.8%	1%
CC(Oc1ccccc1)C(=O)NCCN1CCOCC1 (configuration not stated)	3.8%	-4%
COC(=O)C1C(O)=C(C=Nc2ccccc2C)C(=O)CC1(C)C (configuration not stated)	-0.4%	-4%
CCCCP(=O)(CCCC)CCP(=O)(c1ccccc1)c1ccccc1	1.3%	4%
Cc1ccc(-n2c(-c3ccncc3)nnc2-c2ccco2)cc1	3.6%	-1%
Cc1ccnc(NC(=O)/C=C/c2ccc3c(c2)OCO3)c1	-2.7%	-1%
CC(=O)Nc1cccc(NC(=O)CCn2cnc3cc(C)c(C)cc32)c1	1.5%	-4%
O=C(NC12CC3CC(CC(C3)C1)C2)C1CCCN1C(=O)NC1CCCCC1 (configuration not stated)	0.8%	-7%
COC(=O)C1=C(O)/C(=C\c2cccc(Br)c2)N=C1C	4.4%	1%
COc1ccc(NC(=O)CN(c2ccc(Cl)cc2)S(=O)(=O)c2ccccc2)cc1	-0.1%	-6%
Cc1cc(/C=C2/NC(=S)NC2=O)c(-c2ccccc2)n1-c1ccccc1	-47%	3%
CCCC(=O)Nc1cc(C)c(NC(=O)c2ccncc2)cn1	10%	-4%
O=C(NCCCn1ccnc1)Nc1cccc(Cl)c1	3.6%	-1%
O=C(Nc1cc(C(F)(F)F)ccc1-n1cncn1)c1ccc(-c2ccccc2)cc1	1.8%	nt
C=CCOC(=O)C1=C(C)Nc2nnnn2C1c1cc(OC)ccc1OC (configuration not stated)	-6.9%	12%
O=C(Nc1ccc(NC(=O)C2CCCCC2)nc1)c1ccco1	4.4%	nt
CC(=O)C1=C(O)CCC1=NCCc1ccccc1	-2.6%	nt
CN(Cc1ccccc1)Cc1ccccc1F	5.4%	-12%
CC1CCc2nc(NC(=O)CN3CCN(c4ccc(F)cc4)CC3)sc2C1 (configuration not stated)	-0.9%	nt
Cc1cccc(C(=O)Nc2cccc(C(=O)N3CCOCC3)c2)c1	3.1%	nt
CCN(CC)CCNC(=O)CS(=O)Cc1nc(-c2ccc(C)cc2)oc1C (configuration not stated)	3.0%	-8%
Nc1cc(N)nc(SCC(=O)Nc2ccc(Br)cc2Cl)n1	0.6%	-1%
COc1c(Cl)cc(-c2noc(C)c2C(=O)NCc2ccc3c(c2)OCO3)cc1Cl	-2.4%	1%
Cn1cc(/C=N/n2cnc3scc(-c4ccc(Cl)cc4)c3c2=O)c2ccccc21	-10%	-5%
CCCN(CCC)C(=O)c1ccccc1NC(=O)c1cccnc1	-1.5%	-1%
C/C(=C1/SC(N2CCOCC2)=NC1=O)c1ccc(Cl)cc1	-3.4%&-3.9%	-5%&0%
O=C(N1CCOCC1)N1CCN(c2ccc(F)cc2)CC1	1.4%&0.0%	2%
Cn1nnnc1SCC(=O)N1c2ccccc2Sc2ccc(Cl)cc21	-3.6%	-6%
O=c1/c(=C\c2ccc(OCc3cccc4ccccc34)cc2)sc2nc3ccccc3n12	-0.5%	1%
O=C1C2C3C=CC(C3)C2C(=O)N1c1cccc2cccnc12 (configuration not stated)	0.1%	-2%
O=C(NN1C(=O)C2CCCCC2C1=O)c1ccccc1Cl (configuration not stated)	3.0%	3%

Further entries follow:
SMILES	Hsp70 inhibitors	Rat MKP-3 inhibitors
Cc1ccc(S(=O)(=O)N2CCN(C(=O)c3cccc(F)c3)CC2)cc1	1.7%&0.0%	0%&2%
Cc1ccccc1OCC(=O)NC1CC(C)(C)NC(C)(C)C1	10%	-10%
Cc1cccc(C)c1NC(=O)CSCC(=O)Nc1ccccc1	0.0%	-1%
C=CCOCC(O)CS(=O)Cc1ccc(Cl)cc1 (configuration not stated)	5.9%	-4%
CC1(C(=O)O)CCC(C(=O)Nc2ccccc2)C1(C)C (configuration not stated)	3.5%	-12%
CCN(CC)C(=O)c1cc2c(=O)n3ccccc3nc2s1	-4.2%	-3%
Cn1nnnc1SCC(=O)Nc1ccccc1Cl	1.7%	-6%
O=C(CSc1nc2c(c(=O)n1-c1ccc(Br)cc1)SCC2)Nc1nccs1	1.1%	-4%
COc1ccc(-c2nc(NC(=O)c3ccccc3F)sc2-c2ccc([N+](=O)[O-])cc2)cc1	-0.9%	-2%
Cc1ccc(C)n1-c1ccc(C(=O)N2CCOCC2)cc1	1.4%	-7%
CCOC(=O)c1ccc(Nc2ncnc3nc[nH]c23)cc1	5.3%	5%
CCOC(=O)N1CCC(NC(=O)CCN2C(=O)C3C4C=CC(C4)C3C2=O)CC1 (configuration not stated)	-2.9%	3%
Cn1c(N)c(C(=O)COC(=O)C2CCCCC2)c(=O)n(C)c1=O	-1.4%	nt
COC(=O)c1c(NC(=O)CC2SCC(C(=O)OC)NC2=O)sc2c1CCCC2 (configuration not stated)	3.0%&6.4%	-3%&3%
CCOc1cccc(-c2nnc3sc(C4CCCCC4)nn23)c1	-3.5%	6%
COc1ccc(Cn2c(C)c(C)c(C#N)c2NC(=O)Nc2ccc(F)cc2)cc1	1.5%	nt
COc1ccc(C(=O)/C=C/NCC(=O)c2ccccc2)cc1	5.5%	0%
C=C(C)C1Cc2c(C)nn(-c3cc(C)c4ccccc4n3)c2C1 (configuration not stated)	0.9%	nt
CC(C)CCn1c(SCC(=O)OCn2nnc3ccccc3c2=O)nc2ccccc2c1=O	-8.7%	-9%
c1coc(CN2CCN(Cc3cccc4ccccc34)CC2)c1	-2.0%	3%
O=C(c1ccco1)N1CCN(C(=O)c2cc(-c3ccccn3)nc3ccc(Cl)cc23)CC1	12%	-2%
O=c1c(C=NC2CC2)c(-c2ccccc2)[nH]n1-c1ccc([N+](=O)[O-])cc1	0.6%	1%
CCc1ccccc1NS(=O)(=O)c1cc(C)ccc1OC	nt	-7%
COCCSc1nnc(NC(=O)CSCc2ccccc2)s1	-0.4%	-3%
O=C(O)CN=C1NC2(CCCCC2)Cc2ccccc21	5.1%	nt
COC(=O)c1ccc(COc2ccc3c(-c4ccccc4)cc(=O)oc3c2)cc1	4.4%	2%
COc1cc2c(cc1OC)C1(CCCC1)C(N)=C2C#N	3.1%	3%
CCCCCn1c(SCCC(C)C)nc2c1c(=O)[nH]c(=O)n2C	6.5%	-8%
COc1cc(/C=C2/SC(=S)N(Cc3ccccc3)C2=O)cc(Cl)c1OCc1ccccc1	5.4%	4%
Clc1ccc(-n2ncc3c(NCc4cccs4)ncnc32)cc1	9.3%	5%

Exported with the structure last: entries from further up.
Hsp70 inhibitors	Rat MKP-3 inhibitors	smiles
6.5%	-8%	CCCCCn1c(SCCC(C)C)nc2c1c(=O)[nH]c(=O)n2C
-1.6%	5%	Cc1ccc2[nH]c3c(N4CCOCC4)ncnc3c2c1
5.3%	5%	CCOC(=O)c1ccc(Nc2ncnc3nc[nH]c23)cc1

Next part:
SMILES	Hsp70 inhibitors	Rat MKP-3 inhibitors
CCOC1Cc2ccccc2N(C(N)=O)c2ccccc21 (configuration not stated)	4.8%	nt
CCCOC(=O)c1ccc(NC(=O)COc2ccc3ccccc3c2)cc1	1.1%	-1%
Cc1cc(C(=O)NC2CCCC2)on1	0.5%	5%
O=C(CSc1nnnn1C1CCCCC1)NCc1ccc2c(c1)OCO2	1.5%	-12%
COc1ccc(-c2nc3cc(NC(=O)c4ccc(F)cc4)ccc3o2)cc1Cl	-2.1%	3%
CS(=O)(=O)N1CCC(C(=O)Nc2cccc(C(F)(F)F)c2)CC1	2.1%	2%
O=C(O)CCC(=O)NCCn1c(-c2ccccc2)csc1=Nc1ccccc1	-2.0%	3%
COc1ccc(S(=O)(=O)NCC2CCC(C(=O)N3CCC4(CC3)OCCO4)CC2)cc1 (configuration not stated)	-6.4%	-10%
CCCn1c(SCC(N)=O)nnc1-c1ccco1	3.4%	-12%
O=C(CCCn1c(=O)c2sccc2n(Cc2cc(=O)n3ccccc3n2)c1=O)NCc1ccco1	nt	-10%
Cc1ccnc(NC(=O)COc2cc(C)ccc2C(C)C)c1	1.6%	3%
CC(CO)Nc1nc(SCc2ccccc2)nc2sc3c(c12)CCC3 (configuration not stated)	3.2%	nt
CCN(CC)CCNC(=O)Cc1nn(CC)c(=O)c2ccccc12	-0.6%	2%
CCOC(=O)c1ccc2c(c1)n(CCO)c(C)[n+]2CC	-0.3%	-7%
CCCCOc1ccc(OCCNS(=O)(=O)N(C)C)cc1	-4.0%&0.0%	-3%&4%
Cc1cc(C)c2oc(-c3ccc(NC(=O)COc4ccccc4[N+](=O)[O-])cc3)nc2c1	-6.7%	4%
CC1CC(C)(C)NC(=S)S1 (configuration not stated)	2.9%	-1%
COc1ccc(/C=C/C(=O)N2CCOCC2)cc1Br	-0.8%	1%
CCOc1cc2[nH]c(=O)n(Cc3ccccc3)c(=O)c2cc1OCC	-2.3%	nt
CN1CCN(Cc2c(O)ccc3c2oc(=O)c2ccccc23)CC1	8.2%	1%
O=c1nc2s/c(=C/c3ccc(Cl)c(Cl)c3)c(=O)n2nc1Cc1ccccc1	-6.9%	5%
Nc1nnc(SCC(=O)N2c3ccccc3Sc3ccccc32)s1	-1.7%	2%
O=C(Nc1ccc(O)c(-c2nc3cc(Cl)ccc3o2)c1)c1cccnc1	-12%	2%
CC1(C)CC(=O)C2=C(C1)OC(/N=C/N1CCOCC1)=C(C#N)C2c1ccccc1 (configuration not stated)	-5.8%	-6%
Cc1ccc(NC2c3ncccc3C(=O)N2C2CCCCC2)cc1 (configuration not stated)	-1.0%	10%
Clc1ccc(Cn2cc(/C=N/n3cnnc3)c3ccccc32)cc1Cl	1.4%	-2%
COC(=O)c1cccc(OC(N)=O)c1	-0.3%	-11%
COc1ccccc1N1CCN(C(=O)CN(c2ccc(C)c(C)c2)S(C)(=O)=O)CC1	-0.3%	nt
O=C(CCSc1ccc(F)cc1)Nc1ccc(-n2cnnn2)cc1	3.0%	2%
CN1C(=O)c2ccc(C(=O)NC3CCCCC3)cc2C1=O	-4.8%	1%

Full records as entered above. Screens in order: Hsp70 inhibitors	Rat MKP-3 inhibitors
CCCCCn1c(SCCC(C)C)nc2c1c(=O)[nH]c(=O)n2C as listed: 6.5%	-8%
C/C(=C1/SC(N2CCOCC2)=NC1=O)c1ccc(Cl)cc1 as listed: -3.4%&-3.9%	-5%&0%
O=C(CCCn1c(=O)c2sccc2n(Cc2cc(=O)n3ccccc3n2)c1=O)NCc1ccco1 as listed: nt	-10%
CCOC1Cc2ccccc2N(C(N)=O)c2ccccc21 (configuration not stated) as listed: 4.8%	nt
